Screening data deposited in PubChem by several laboratories.
NPY Y1 blocker = NPY-Y1 receptor antagonists, primary screen, cell-based; hit rate 1% among 200,000; inhibition, % at 3.6 µM; HEK293-CNG Y1 cells, membrane potential fluorescence; NPY at EC95, then isoproterenol; AID 1040, 2008;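 active = inhibition above the campaign mean inhibition of all tested compounds plus 3 SD, cut at about 20% in these data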;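 also: 0% = DMSO wells given NPY plus isoproterenol and 100% = isoproterenol alone without NPY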
Target sequence (P25929 whole entry, looked up): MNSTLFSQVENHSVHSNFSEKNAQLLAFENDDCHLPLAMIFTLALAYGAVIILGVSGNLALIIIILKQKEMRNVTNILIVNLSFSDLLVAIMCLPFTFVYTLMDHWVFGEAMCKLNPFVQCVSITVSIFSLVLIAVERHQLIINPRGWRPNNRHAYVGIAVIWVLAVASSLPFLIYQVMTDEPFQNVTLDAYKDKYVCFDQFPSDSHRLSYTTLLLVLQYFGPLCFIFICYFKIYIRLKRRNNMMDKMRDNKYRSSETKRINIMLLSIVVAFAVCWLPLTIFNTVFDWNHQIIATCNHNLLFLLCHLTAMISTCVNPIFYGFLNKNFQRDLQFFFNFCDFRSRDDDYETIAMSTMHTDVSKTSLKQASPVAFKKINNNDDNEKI
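Material: HEK293 Y1/CNG channel cell line; also added: NPY (25 nM), isoproterenol (1 µM), Ro 20-1724 (25 µM); doses: one concentration, 3.6 µM, in 0.4% DMSO; schedule: compound incubation 1 h at room temperature, readout 45 min post-stimulation; technique: membrane potential fluorescence; measure: fluorescence ratio normalized to % inhibition between controls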
zfTRPN1 agonist = zebrafish TRPN1 channel agonists, primary screen, cell-based, HEK293, calcium fluorescence | HEK293 zebrafish TRPN1-YFP, Fluo-8 calcium fluorescence; 100% = response to 87 µM carbachol | activation, % at 3 µM | hit rate 0.18% among 220,000 | transient receptor potential cation channel N1 (TRPN1/NompC), Danio rerio;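 active = activation above its plate's cutoff, the mean activation of test wells on that plate plus 3 SD, cut at about 19% in these data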;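 also: 0% = DMSO alone and 100% = 87 µM carbachol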
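System: zebrafish TRPN1-YFP in HEK293 cells / Dosing: 3 µM single point / Timing: dye loading 1 h at 37 °C, then 30 min room temperature / Signal: Fluo-8 calcium fluorescence, excitation 470-495 nm, emission 515-575 nm / Read-out basis: percent activation from peak over basal fluorescence ratio, control-normalized / Control set: high carbachol 87 µM, low DMSO alone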
PGE2 EP2 inh = human EP2 receptor antagonists, primary screen, TR-FRET cAMP, C6 glioma cells | inhibition, % at 25 µM | Prostaglandin E2 receptor EP2 subtype (Homo sapiens), P43116 | C6 glioma cells expressing human EP2; cells stimulated with saturating PGE2 | hit rate 0.52% among 260,000;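 active = percent inhibition above 40 after rounding to a whole number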;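 also: rat C6 glioma host cells with rolipram phosphodiesterase inhibitor present; the protocol text gives 20 µM as final concentration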
PPC-1+TRAIL kill = compounds killing PPC-1 cancer cells with TRAIL present, primary screen, TRAIL potentiator project, ATPLite luminescence, uHTS; PPC-1 cells + TRAIL, ATPLite viability luminescence; cell killing (% activity), % at 4 µM; hit rate 0.41% among 220,000;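 active = cell killing above 50% in the first pass at 4 µM, then a duplicate retest at 5 µM averaging 50% or more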;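 also: plate controls were cells with TRAIL plus DMSO for no effect and medium-only wells lacking cells for full effect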
NPY1 pot ag = NPY-Y1 receptor potentiators or agonists, primary screen, cell-based; NPY-Y1 expressing cells, potentiator/agonist activation; activation, % at 3.6 µM; hit rate 0.37% among 220,000; AID 1304, 2008; in the data active = activation above about 33%, passing the limit was not always enough;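 also: cells stimulated with NPY at EC10 then isoproterenol at EC100; 0% = low agonist plus stimulus and 100% = saturating agonist plus stimulus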
14-3-3 Bad PPI = inhibitors of 14-3-3 zeta/Bad binding, primary screen, biochemical, TR-FRET, bovine 14-3-3 zeta; TR-FRET 14-3-3zeta/Dy647-pBad peptide displacement, 1 h; inhibition, % at 21.7 µM; 14-3-3 protein zeta/delta (Bos taurus), P63103; hit rate 0.71% among 220,000; AID 781, 2007;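 active = inhibition above about 70%, limit read from the data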;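 also: 0% = full 14-3-3 plus peptide FRET controls and 100% = background without 14-3-3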
CHOP inh = inhibitors of CHOP promoter induction, primary screen, cell-based, unfolded protein response, luciferase reporter; CHO-K1 CHOP-promoter luciferase, tunicamycin-induced, 15-18 h; inhibition, % at 10 µM; hit rate 3.8% among 220,000; AID 2732, 2010;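 active = compounds that reduced the stress-induced luciferase reporter signal by more than about 70% of percent inhibition, limit read from the data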;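 also: 0% = tunicamycin plus vehicle and 100% = wells without tunicamycin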
TRPML3 ag = human TRPML3 channel agonists, primary screen, cell-based, HEK293 TRPML3-YFP, Fluo-8 calcium fluorescence, 3 µM; 100% = the carbachol control signal; Mucolipin-3 (Homo sapiens), Q8TDD5; hit rate 0.29% among 220,000; activation, % at 3 µM; AID 1448, 2008;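 active = activation above its plate's cutoff, the mean activation of the plate's test wells plus 3 SD, cut at about 12% in these data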;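 also: 0% = DMSO only wells and 100% = carbachol wells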
Target sequence (Q8TDD5 whole entry, looked up): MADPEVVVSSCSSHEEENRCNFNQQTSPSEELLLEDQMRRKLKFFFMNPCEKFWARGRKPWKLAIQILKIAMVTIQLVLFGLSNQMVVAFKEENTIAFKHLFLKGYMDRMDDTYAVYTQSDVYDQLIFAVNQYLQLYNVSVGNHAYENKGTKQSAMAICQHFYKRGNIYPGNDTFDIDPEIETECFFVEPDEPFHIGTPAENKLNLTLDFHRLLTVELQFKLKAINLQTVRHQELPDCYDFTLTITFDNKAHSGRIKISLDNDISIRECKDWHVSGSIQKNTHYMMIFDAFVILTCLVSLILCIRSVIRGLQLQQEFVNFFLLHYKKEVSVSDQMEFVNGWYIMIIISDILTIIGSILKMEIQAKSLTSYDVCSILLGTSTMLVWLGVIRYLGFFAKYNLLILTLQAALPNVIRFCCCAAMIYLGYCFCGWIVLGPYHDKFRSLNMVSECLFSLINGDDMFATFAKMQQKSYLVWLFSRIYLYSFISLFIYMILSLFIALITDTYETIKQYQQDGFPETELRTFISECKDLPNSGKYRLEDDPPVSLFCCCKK
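system = HEK293 cells stably carrying human TRPML3-YFP | doses = one concentration, 3 µM nominal, 0.3% DMSO | timing = dye loading 1 h 37 °C then 30 min ambient, 125 s read | detection = Fluo-8 calcium dye fluorescence, ex 470-495, em 515-575 nm | benchmarks = high control carbachol 87 µM, low control DMSO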
EP2 modulator = EP2 receptor modulators, cAMP readout, primary screen, cell-based, HTRF cAMP, PGE2 stimulation | EP2-expressing cells, cAMP HTRF FRET, PGE2 co-stimulation | induction, % at 25 µM | hit rate 0.83% among 260,000 | AID 940, 2007;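 active = compounds whose cAMP rise, as percent of the full-agonist control response, exceeds 60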;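 also: rat C6 glioma line stably carrying human EP2 under a CMV promoter; the protocol text gives 20 µM as final concentration; 100% = response of wells given 1 µM PGE2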
Numbers without * were called inactive; x = no result given; & = joins results of further samples; [ ] = dose if it differs, or a comment. The list is partial; the hit share may differ from the screen's.

SMILES	NPY Y1 blocker	zfTRPN1 agonist	PGE2 EP2 inh	PPC-1+TRAIL kill	NPY1 pot ag	14-3-3 Bad PPI	CHOP inh	TRPML3 ag	EP2 modulator
CC1=Nc2ccccc2/C1=C/c1nc(-c2ccc(C)s2)oc1O	-5.5	3.5	5.3	12.0	0.3	-1.2	4.4	2.3	-22.7
CCCCc1nc2cc(Cl)ccc2o1	-3.8	1.9	6.0	12.3	6.8	-0.7	-7.7	0.4	1.9
COc1cccc2cc(C(=O)Oc3ccc(NC(C)=O)cc3)c(=O)oc12	3.2	0.2	3.4	4.6	-20.9	14.2[fluorescence artefact?]	0.1	0.1	-10.9
O=S(=O)(CCc1nc2ccccc2s1)c1ccc2ccccc2c1	9.9	-1.4	23.2	24.3	-15.2	-5.4	24.9	0.1	-52.2
COc1ccc(C(=O)NCc2nnc(SCC(=O)Nc3nc4ccccc4s3)o2)cc1	3.3	0.1	3.9	9.2	-28.7	8.7	34.8	-0.1	9.9
Cc1cc(C)c2cc(CN(CCCN(C)C)C(=S)NCc3ccccc3)c(=O)[nH]c2c1	9.2	0.9	7.4	19.2	-25.4	-3.6	-3.4	2.4	-33.8
COC(OC)c1ccc(C#N)c(SCc2ccc(C)cc2)n1	x	-1.7	2.1	-6.4	-18.6	5.5	16.8	-1.6	25.8
CCOC(=O)c1c(C)[nH]c(C(=O)COC(=O)CCS(=O)(=O)c2ccc(C)cc2)c1C	-3.7	8.4	8.1	23.6	-35.4	-1.7[fluorescence artefact?]	16.3	2.5	-60.3
COc1ccc(OCC(=O)Nn2c(-c3ccc(OC)cc3)nc3ccccc3c2=O)cc1	8.5	0.1	10.2	25.1	-42.2	1.9[fluorescence artefact?]	-9.0	-0.6	7.8
Cc1cccc(NC(=O)CSc2nc3ccc(NC(=O)CSc4nnnn4-c4ccccc4)cc3s2)c1C	1.7	0.8	x	16.2	-2.6	0.0[fluorescence artefact?]	63.2	0.7	2.2
CCc1nnc(NC(=O)c2cc(-c3ccccn3)nc3ccccc23)s1	2.3	-1.0	7.0	9.8	-10.8	3.5	9.4	0.2	12.9
COc1ccccc1Nc1nc2ccccc2[nH]1	3.0	-1.5	15.5	22.3	4.3	13.6	-12.2	0.5	-4.3
Cc1cc(C)c(C#N)c(SC2CCCCC2=O)n1 (centres undefined)	5.8	0.1	6.5	31.0	-14.4	-3.2	38.0	1.6	18.8
COc1ccc(C(C2C(=O)CC(C)(C)CC2=O)C2C(=O)CC(C)(C)CC2=O)cc1	x	1.2	3.5	2.5	13.9	-4.3	-16.1	0.9	-15.0
O=C(Cn1c(=O)c2sccc2n(Cc2cccc([N+](=O)[O-])c2)c1=O)NCCc1ccccc1	0.7	1.2	3.6	-3.2	8.8	2.3	-8.5	0.7	-15.6
O=C(NC1CC1)C1CCCN1S(=O)(=O)c1ccc2ccccc2c1 (centres undefined)	-4.2	-1.1	10.0	20.1	0.9	-0.9	23.0	0.0	2.5
COc1ccc(S(=O)(=O)N2CCOC2CNC(=O)C(=O)NCc2ccco2)cc1C (centres undefined)	x	-0.8	8.2	10.8	5.9	3.0	-12.6	-0.1	8.0
COc1ccc2c(c1)c(=O)oc1cc(OCC(=O)N3CCC(C)CC3)ccc12	2.2	0.9	5.4	4.3	-4.7	7.2	42.4	0.8	-17.7
COCCn1c(SCC(=O)c2ccccc2)nc2c(c1=O)SC(C)C2 (centres undefined)	-4.0	-0.8	3.8	20.6	2.0	-8.2	31.0	-0.3	15.1
C=CCN1C(=O)NC(c2ccc(OC)cc2)(C(F)(F)F)S/C1=C(\C#N)c1nnc(N2CCOCC2)n1-c1ccccc1 (centres undefined)	0.3	2.0	6.5	9.1	-14.6	-23.0	7.9	0.5	0.5
CC(=O)Nc1ccc(-c2cc(C(=O)O)c3ccc(C)cc3n2)cc1	x	0.6	15.0	4.9	18.3	-0.1	-1.7	-0.2	12.0
CC1CCCC(n2c(=S)[nH]c3ccccc3c2=O)C1C (centres undefined)	-5.5	0.6	3.7	24.0	2.1	-0.2	93.8*	0.8	-9.2
CC1CCN(CC(=O)N2c3ccccc3CC2C)CC1 (centres undefined)	2.0	0.4	2.9	3.8	-7.6	0.2	0.2	0.8	13.0
CNc1nc(SCc2ccccc2)nc(N2CCOCC2)n1	2.5	-1.4	3.2	8.7	-7.9	-3.7	40.3	0.0	22.2
O=P(c1cccs1)(c1cccs1)c1cccs1	-1.9	0.2	5.1	-21.9	8.5	-9.6[fluorescence artefact?]	11.5	-0.1	9.0
COc1ccc(S(=O)(=O)C(C#N)c2nc3ccccc3nc2N2CCCCC2)cc1 (centres undefined)	1.4	2.1	19.6	4.8	4.4	31.8	-13.9	0.8	16.6
CC(NC(=O)c1ccnn1C)C1CCCO1 (centres undefined)	-7.3	0.5	8.1	10.6	2.1	-4.6	9.4	0.0	21.5
O=c1n(Cc2ccccc2)nc2n1-c1ccccc1SC2	x	-3.4	5.6	15.4	3.0	0.0	-10.0	-1.1	4.7
COc1ccc(/C=N/NC(=O)c2cccc(NC(=O)c3ccc(Cl)cc3)c2)c(OC)c1	5.3	1.1	8.6	14.3	-3.4	35.0[fluorescence artefact?]	44.2	0.3	-44.0
Cc1nnc(SCC(=O)NCC(=O)Nc2ccc(F)c(F)c2F)n1Cc1ccccc1	-2.9	-0.1	3.4	27.0	-24.1	-10.3	-5.6	0.2	-13.1
C/C(Cl)=C/Cn1c(SC(C)C)nc2c1c(=O)[nH]c(=O)n2C	10.4	-2.8	6.2	13.1	-12.2	-9.1	41.2	-1.6	65.2*
COc1ccc(C2C(C(C)=O)=C(Nc3ccccc3)CC(C)(O)C2C(C)=O)cc1OC (centres undefined)	1.9	0.3	8.9	9.1	-17.7	-5.0	27.4	0.0	21.9
COC(=O)c1ccc(-c2ccco2)n1Cc1cccc(C)c1	8.3	-1.5	2.4	6.3	-25.6	-16.4[fluorescence artefact?]	-7.0	-0.3	77.5*
Cc1cc(C(=O)NNS(=O)(=O)c2ccc(C(C)(C)C)cc2)nn1C(C)(C)C	x	-1.0	9.4	3.7	-27.3	1.8	21.9	-0.1	26.3
CNC(=O)COC(=O)c1[nH]c(C)c(C(C)=O)c1C	1.2	0.3	6.6	-2.0	2.7	3.9	6.7	0.2	-11.3
O=C(CC(c1ccccc1)c1ccccc1O)NCc1ccco1 (centres undefined)	5.6	-1.2	16.4	17.3	7.0	10.1	6.2	-0.7	-3.4
Cc1occc1-c1nnc(SCC(=O)O)n1-c1ccccc1	x	-0.1	2.3	17.0	20.1	3.7	-22.2	1.0	5.1
CC(NC(=O)c1cc(COc2ccc3ncccc3c2)on1)c1ccc(F)cc1 (centres undefined)	x	8.6	16.6	-2.8	14.4	5.8	67.9	3.7	-25.2
CCOc1ccc(C(=O)Nc2nnc(C)s2)cc1OCC	6.7	-0.2	1.5	-16.9	-13.4	6.1	32.2	0.7	30.4
COC(=O)C1=C(N)OC2=C(C(=O)CCC2)C1c1cccnc1 (centres undefined)	-1.5	1.4	5.3	x	-6.7	6.1	-12.0	0.1	-3.6

Compound profiles, from the list above. Order of screens: NPY Y1 blocker | zfTRPN1 agonist | PGE2 EP2 inh | PPC-1+TRAIL kill | NPY1 pot ag | 14-3-3 Bad PPI | CHOP inh | TRPML3 ag | EP2 modulator
`COc1ccc(S(=O)(=O)C(C#N)c2nc3ccccc3nc2N2CCCCC2)cc1` (centres undefined) reads 1.4 | 2.1 | 19.6 | 4.8 | 4.4 | 31.8 | -13.9 | 0.8 | 16.6
`CNc1nc(SCc2ccccc2)nc(N2CCOCC2)n1` reads 2.5 | -1.4 | 3.2 | 8.7 | -7.9 | -3.7 | 40.3 | 0.0 | 22.2

The listing continues:
SMILES	NPY Y1 blocker	zfTRPN1 agonist	PGE2 EP2 inh	PPC-1+TRAIL kill	NPY1 pot ag	14-3-3 Bad PPI	CHOP inh	TRPML3 ag	EP2 modulator
Cc1ccc(S(=O)(=O)NCC(=O)N(CC(=O)NCC2CCCO2)C2CCCC2)cc1 (centres undefined)	-0.7	-0.8	10.0&10.4	0.3	4.6	45.4	-3.3	0.5	16.4&27.2
O=C(CN1C(=O)CCS(=O)(=O)c2ccccc21)NCc1ccccc1	-0.4	0.8	10.1	26.7	-3.2	14.1	-19.4	0.2	11.7
O=C1NC(=Nc2ccc(F)cc2)CS1	-1.2	-0.1	4.3	0.5	-3.7	0.7	-6.9	-0.5	-4.1
COc1ccccc1N(CC(=O)Nc1c(C)n(C)n(-c2ccccc2)c1=O)S(=O)(=O)c1ccc(C)cc1	8.8	-1.6	2.4	-10.5	-1.0	-0.6	28.2	0.7	23.0
CCCCCc1ccc(OCCOCCn2c[n+](C)c3ccccc32)c(CCCCC)c1	35.2*	-0.8	21.7	44.6	-37.9	90.7*	107.7*	-0.5	-54.9
O=C(c1cc(-c2ccccn2)nc2ccc(Br)cc12)N1CCc2ccccc2C1	4.5	0.9	x	16.6	-3.5	-13.1[fluorescence artefact?]	-29.7	0.5	65.7*
COc1cc(/C=C2/SC(=Nc3ccc(O)cc3)NC2=O)cc(OC)c1O	-2.2	4.8	2.4	-2.7	8.9	1.3	0.5	5.1	2.6
Cc1cc2c(c(=O)n1CCN(C)C)C(c1ccccc1Br)C(C#N)=C(N)O2 (centres undefined)	-2.4	-0.2	23.9	10.7	-14.9	1.5[fluorescence artefact?]	-6.3	0.5	-10.2
CCOC(=O)C1CCCN(C(=O)CNS(=O)(=O)c2ccc(Br)s2)C1 (centres undefined)	0.5	0.4	7.0	4.1	5.3	6.1	3.3	-0.3	11.2
Cn1c(N)c(C(=O)COC(=O)c2ccco2)c(=O)n(C)c1=O	6.0	0.3	7.5	14.0	5.4	-5.6	39.1	3.4	-0.2
CCOC(=O)C1(Cc2ccccc2)CCN(Cc2ccc3c(c2)OCCO3)CC1	9.9	1.1	-0.7	15.4	-10.1	0.1	13.1	0.8	-11.1
CCOC(=O)C(=O)Nc1cc(C(=O)OC)cc(C(=O)OC)c1	0.7	1.1	3.9	7.9	-4.9	-5.0	6.0	0.4	15.9
Cc1cc2nc(-c3ccco3)cc(C(F)(F)F)n2n1	2.3	-0.3	3.9	1.2	-4.6	-2.2	26.8	0.8	7.5
